DAX1 inh-1 – DAX1 (NR0B1) inhibitors on StAR promoter, primary screen, cell-based, luminescence, SF-1 (NR5A1), full-length DAX-1; inhibition, % at 6.8 µM; AID 652010, 2013; actives 1.1% (n = 370,000); HEK293T StAR-luciferase reporter, SF-1/DAX-1 repression relief;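 active = inhibition above the mean over all tested compounds plus 3 SD, cut at about 3.6% in these data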;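 note: 0% = DAX-1 cells with DMSO and 100% = cells lacking DAX-1 with DMSO; higher inhibition means more luminescence from relief of DAX-1 repression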
hcDAF12 agonist – H. contortus DAF-12 nuclear receptor activators, primary screen, cell-based, luminescence, HEK293, lit1-tk-luc reporter; HEK293 hcDAF-12 lit1-tk-luc reporter; 0% DMSO, 100% Δ7-dafachronic acid; activation, % at 6.8 µM; actives 1.4% (n = 370,000); AID 652067, 2013;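 active = activation above the mean of all tested compounds plus 3 SD, cut at about 5.5% in these data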;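 note: 100% = response to 3 µM Δ7-dafachronic acid high control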
hgDAF-12 ag – H. glycines DAF-12 receptor agonists, primary screen, cell-based, luminescence, HEK293, GAL4 fusion, UAS-luciferase. HEK293 GAL4-hgDAF12 UAS-luciferase reporter, agonist luminescence; normalized to butyrate control. actives 1.8% (n = 370,000). activation, % at 6.8 µM. Nuclear hormone receptor DAF-12 (Heterodera glycines), GAL4 fusion;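 active = activation above a cutoff set at the mean of all screened compounds plus 3 SD, cut at about 10% in these data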;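 note: 0% = DMSO wells and 100% = sodium butyrate wells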
ssDAF-12 act – S. stercoralis DAF-12 nuclear receptor activators, primary screen, cell-based, luminescence, HEK293, GRIP1 co-expression, lit1-tk-luc; actives 1% (n = 370,000); activation, % at 6.8 µM; HEK293 ssDAF-12/GRIP1 lit1-tk-luc reporter; % of 3 µM dafachronic acid response; Nuclear hormone receptor DAF-12 (Strongyloides stercoralis);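 active = activation above the mean over all tested compounds plus 3 SD, cut at about 0.9% in these data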;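 note: 0% = DMSO-only wells and 100% = 3 µM delta7-dafachronic acid wells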
ADAM17 inh – ADAM17 inhibitors, primary screen, biochemical, QFRET; Disintegrin and metalloproteinase domain-containing protein 17 (Homo sapiens), P78536; inhibition, % at 6.95 µM; recombinant ADAM17, EDANS/DABCYL FRET peptide cleavage; actives 0.83% (n = 370,000);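 active = inhibition above the mean of compounds lying between control limits plus 3 SD, set per campaign, cut at about 8.5% in these data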;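 note: 0% = DMSO-only wells as the low control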
PLCg1 inh – PLC-gamma1 enzyme inhibitors, primary screen, biochemical, fluorescence, purified enzyme; fluorogenic substrate; inhibition, % at 12.2 µM; actives 0.84% (n = 370,000); in the data active = inhibition above about 9.5%
GAA850 FXN act – FXN promoter activators, primary screen, cell-based, luciferase luminescence, HEK293 lucGAA850; HEK293 lucGAA850 FXN promoter luciferase reporter, 24 h; percent of 10 µM SAHA response; actives 0.56% (n = 360,000); activation, % at 6 µM;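 active = activation above the average of all compounds screened plus 3 SD, cutoff fixed separately per campaign, cut at about 7.5% in these data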;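 note: 0% = DMSO wells and 100% = 10 µM SAHA wells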
PLCb3 inh – human PLC-beta3 inhibitors, primary screen, biochemical, fluorescence | 1-phosphatidylinositol 4,5-bisphosphate phosphodiesterase beta-3 (Homo sapiens), Q01970 | Purified PLC-beta3, fluorogenic substrate | inhibition, % at 12.2 µM | actives 0.18% (n = 370,000) | AID 720704, 2013; in the data active = inhibition above about 11%;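 note: 0% = median of compound wells on plate and 100% = full blocker control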
Target sequence (Q01970 whole entry, looked up): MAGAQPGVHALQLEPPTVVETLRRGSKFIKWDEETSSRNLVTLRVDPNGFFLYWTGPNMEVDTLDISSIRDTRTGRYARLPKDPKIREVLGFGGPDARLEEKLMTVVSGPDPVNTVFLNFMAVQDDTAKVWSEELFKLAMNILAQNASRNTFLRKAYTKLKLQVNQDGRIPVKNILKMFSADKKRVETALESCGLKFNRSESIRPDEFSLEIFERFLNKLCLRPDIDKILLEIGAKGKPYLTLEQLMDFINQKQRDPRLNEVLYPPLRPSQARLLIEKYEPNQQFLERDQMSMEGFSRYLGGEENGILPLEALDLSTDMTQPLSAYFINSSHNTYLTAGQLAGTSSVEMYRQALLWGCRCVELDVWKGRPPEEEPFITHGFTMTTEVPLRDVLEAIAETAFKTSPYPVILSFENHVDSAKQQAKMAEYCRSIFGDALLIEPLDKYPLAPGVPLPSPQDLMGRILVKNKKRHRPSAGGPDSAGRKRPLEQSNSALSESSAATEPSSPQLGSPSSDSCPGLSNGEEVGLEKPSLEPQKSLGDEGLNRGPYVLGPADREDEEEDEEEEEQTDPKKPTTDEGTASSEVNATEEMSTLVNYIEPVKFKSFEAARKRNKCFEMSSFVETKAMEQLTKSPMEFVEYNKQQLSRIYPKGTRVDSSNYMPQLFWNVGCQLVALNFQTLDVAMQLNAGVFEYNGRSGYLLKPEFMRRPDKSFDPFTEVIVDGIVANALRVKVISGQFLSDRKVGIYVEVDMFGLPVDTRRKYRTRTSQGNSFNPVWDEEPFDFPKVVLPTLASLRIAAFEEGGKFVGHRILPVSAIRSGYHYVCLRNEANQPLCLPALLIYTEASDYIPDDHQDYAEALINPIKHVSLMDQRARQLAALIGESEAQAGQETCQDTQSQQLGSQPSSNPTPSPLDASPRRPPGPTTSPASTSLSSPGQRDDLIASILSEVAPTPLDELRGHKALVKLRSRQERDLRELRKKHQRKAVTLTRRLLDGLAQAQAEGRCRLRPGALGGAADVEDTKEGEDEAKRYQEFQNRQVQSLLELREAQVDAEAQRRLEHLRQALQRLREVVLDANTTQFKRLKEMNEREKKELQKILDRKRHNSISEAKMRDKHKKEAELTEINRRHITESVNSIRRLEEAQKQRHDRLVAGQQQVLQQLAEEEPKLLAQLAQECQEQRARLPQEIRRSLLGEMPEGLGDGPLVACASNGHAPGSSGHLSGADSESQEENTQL
HGIII-sPLA2 inh – human group III sPLA2 inhibitors, primary screen, biochemical, QFRET, BODIPY PC-A2 liposome substrate; inhibition, % at 12.2 µM; AID 743126, 2013; actives 0.56% (n = 370,000); QFRET BODIPY PC-A2 liposome hydrolysis, fluorescence;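 active = inhibition above mean plus 3 SD of compounds lying within the high and low control bounds, cut at about 19% in these data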;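 note: 0% = median of test compound wells and 100% = no enzyme DMSO wells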
ADAM10 inh – human ADAM10 inhibitors, primary screen, biochemical, QFRET, HTS; recombinant ADAM10, EDANS/DABCYL FRET peptide cleavage, 3 h; AID 720582, 2013; inhibition, % at 7 µM; actives 0.62% (n = 370,000); Disintegrin and metalloproteinase domain-containing protein 10 (Homo sapiens), O14672;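 active = inhibition above a per-campaign cutoff equal to the mean of compounds falling between control-based bounds plus 3 SD, cut at about 20% in these data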;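 note: 0% = DMSO wells while the 100% control is not disclosed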
DAX1 inh-2 – DAX1 (NR0B1) inhibitors, primary screen, cell-based, HEK293, Gal4-DAX1, luciferase luminescence; Nuclear receptor subfamily 0 group B member 1 (Homo sapiens), P51843; HEK293 Gal4-DAX1 luciferase reporter; inhibition, % at 6.75 µM; actives 0.99% (n = 340,000); AID 504766, 2011;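 active = inhibition above the mean over all tested compounds plus 3 SD, cut at about 4.2% in these data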;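 note: 0% = DAX1-transfected cells with DMSO and 100% = empty-vector control cells with DMSO; inhibition shows as a rise in luminescence from relieved DAX1 repression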
The depositor's hits bear a star. Rows were taken by chance. About 6.9% of those tested had a hit in this group.

For Cc1ccc(C)c(NC(=O)CC2Oc3ccccc3NC2=O)c1 (centres undefined) the results were DAX1 inh-1 0.2, hcDAF12 agonist 1.8, hgDAF-12 ag 1.4, ssDAF-12 act -0.9, ADAM17 inh -2, PLCg1 inh 1, GAA850 FXN act -0.9, PLCb3 inh -6, HGIII-sPLA2 inh 1, ADAM10 inh -7 and DAX1 inh-2 1.4.
`COc1ccc(C(=O)Cn2c(=N)n(C)c3ccccc32)cc1` gave DAX1 inh-1 2.8, hcDAF12 agonist 14*, hgDAF-12 ag 18*, ssDAF-12 act 1.7*, ADAM17 inh -3, PLCg1 inh 4, GAA850 FXN act 4.0, PLCb3 inh -3, HGIII-sPLA2 inh -2, ADAM10 inh 0 and DAX1 inh-2 4.5*.
Screening CCOCCCn1cc(C(=O)c2cc(Br)ccc2O)cc(C#N)c1=O returned DAX1 inh-1 -0.1, hcDAF12 agonist -0.5, hgDAF-12 ag -0.4, ssDAF-12 act -0.9, ADAM17 inh -2, PLCg1 inh 2, GAA850 FXN act 1.0, PLCb3 inh 3, HGIII-sPLA2 inh -17, ADAM10 inh -11 and DAX1 inh-2 -0.6.
`CCOC(=O)CCCCNCc1ccccc1` gave DAX1 inh-1 1.5, hcDAF12 agonist -1.0, hgDAF-12 ag -3.0, ssDAF-12 act -1.4, ADAM17 inh 4, PLCg1 inh 0, GAA850 FXN act -1.0, PLCb3 inh 2, HGIII-sPLA2 inh 11, ADAM10 inh -5 and DAX1 inh-2 0.7.
Clc1ccc(SCCOCCN2CCc3ccccc3C2)cc1 was read as DAX1 inh-1 0.1, hcDAF12 agonist 5.4, hgDAF-12 ag -0.1, ssDAF-12 act -0.5, ADAM17 inh -1, PLCg1 inh 2, GAA850 FXN act -0.8, PLCb3 inh -2, HGIII-sPLA2 inh -3, ADAM10 inh -3 and DAX1 inh-2 -0.1.
For CCOc1cc(C)nc(N2CCCC(C(=O)NCc3ccccc3F)C2)n1 (centres undefined) the results were DAX1 inh-1 -0.5, hcDAF12 agonist 1.5, hgDAF-12 ag 0.3, ssDAF-12 act -1.0, ADAM17 inh -1, PLCg1 inh -1, GAA850 FXN act -0.1, PLCb3 inh 3, HGIII-sPLA2 inh 1, ADAM10 inh -8 and DAX1 inh-2 -1.1.
CC(C)(C)n1cnc2cc(NC(=O)c3ccco3)ccc21 was read as DAX1 inh-1 1.0, hcDAF12 agonist 5.4, hgDAF-12 ag 10, ssDAF-12 act -0.2, ADAM17 inh -2, PLCg1 inh 2, GAA850 FXN act 5.1, PLCb3 inh -6, HGIII-sPLA2 inh 2, ADAM10 inh -3 and DAX1 inh-2 2.1.
CC1(C(=O)Nc2ccccc2)Cc2ccccc2C(=O)O1 (centres undefined) was read as DAX1 inh-1 -0.9, hcDAF12 agonist -0.3, hgDAF-12 ag -0.5, ssDAF-12 act -0.4, ADAM17 inh 2, PLCg1 inh 1, GAA850 FXN act 0.5, PLCb3 inh 0, HGIII-sPLA2 inh 3, ADAM10 inh 8 and DAX1 inh-2 2.8.
Screening N#Cc1ccc(-c2cccnc2)nc1SCc1ccc(Cl)cc1Cl returned DAX1 inh-1 0.1, hcDAF12 agonist -1.0, hgDAF-12 ag 0.1, ssDAF-12 act -1.5, ADAM17 inh 0, PLCg1 inh 8, GAA850 FXN act 3.9, PLCb3 inh 1, HGIII-sPLA2 inh 4, ADAM10 inh 8 and DAX1 inh-2 -0.2.
Screening CC(C)(C)c1ncc(S(=O)(=O)c2ccc(C(F)(F)F)cn2)c(N)n1 returned DAX1 inh-1 0.2, hcDAF12 agonist -1.0, hgDAF-12 ag -2.9, ssDAF-12 act -1.1, ADAM17 inh -2, PLCg1 inh 1, GAA850 FXN act 0.6, PLCb3 inh 0, HGIII-sPLA2 inh 3, ADAM10 inh -12 and DAX1 inh-2 -2.0.
Cn1cccc1Cc1nnc(SCC(=O)NCc2ccc3c(c2)OCO3)n1CCc1ccccc1 was read as DAX1 inh-1 -0.1, hcDAF12 agonist -0.8, hgDAF-12 ag 2.1, ssDAF-12 act -0.8, ADAM17 inh 8, PLCg1 inh -4, GAA850 FXN act -2.0, PLCb3 inh -9, HGIII-sPLA2 inh -22, ADAM10 inh 6 and DAX1 inh-2 0.3.
Screening CCN(c1ccc(NC(=O)CN2C(=O)NC3(CCOc4ccccc43)C2=O)cc1)C(C)C (centres undefined) returned DAX1 inh-1 0.2, hcDAF12 agonist -1.0, hgDAF-12 ag -1.4, ssDAF-12 act -1.0, ADAM17 inh 4, PLCg1 inh 3, GAA850 FXN act -0.8, PLCb3 inh 0, HGIII-sPLA2 inh -20, ADAM10 inh 10 and DAX1 inh-2 -0.2.

In the list so far, these have fluorine.
For CCOc1cc(C)nc(N2CCCC(C(=O)NCc3ccccc3F)C2)n1 (centres undefined) the results were DAX1 inh-1 -0.5, hcDAF12 agonist 1.5, hgDAF-12 ag 0.3, ssDAF-12 act -1.0, ADAM17 inh -1, PLCg1 inh -1, GAA850 FXN act -0.1, PLCb3 inh 3, HGIII-sPLA2 inh 1, ADAM10 inh -8 and DAX1 inh-2 -1.1.
Screening CC(C)(C)c1ncc(S(=O)(=O)c2ccc(C(F)(F)F)cn2)c(N)n1 returned DAX1 inh-1 0.2, hcDAF12 agonist -1.0, hgDAF-12 ag -2.9, ssDAF-12 act -1.1, ADAM17 inh -2, PLCg1 inh 1, GAA850 FXN act 0.6, PLCb3 inh 0, HGIII-sPLA2 inh 3, ADAM10 inh -12 and DAX1 inh-2 -2.0.

(cont.)
Screening CN1CCN(c2sc(S(C)(=O)=O)nc2S(=O)(=O)c2ccc(Cl)cc2)CC1 returned DAX1 inh-1 -0.4, hcDAF12 agonist -0.8, hgDAF-12 ag -0.5, ssDAF-12 act -1.2, ADAM17 inh -2, PLCg1 inh 1, GAA850 FXN act 1.5, PLCb3 inh -4, HGIII-sPLA2 inh 0, ADAM10 inh 1 and DAX1 inh-2 1.2.
For Nc1c(S(=O)(=O)c2ccccc2)csc1C(=O)O the results were DAX1 inh-1 0.0, hcDAF12 agonist 1.0, hgDAF-12 ag -2.9, ssDAF-12 act -1.3, ADAM17 inh -2, PLCg1 inh 0, GAA850 FXN act 0.6, PLCb3 inh 0, HGIII-sPLA2 inh 6, ADAM10 inh 10 and DAX1 inh-2 0.8.
For COc1ccc(CCN2C(=O)CSC2c2cccc([N+](=O)[O-])c2)cc1OC (centres undefined) the results were DAX1 inh-1 -0.5, hcDAF12 agonist -3.0, hgDAF-12 ag -3.0, ssDAF-12 act -0.9, ADAM17 inh -4, PLCg1 inh -1, GAA850 FXN act 0.1, PLCb3 inh -1, HGIII-sPLA2 inh 7, ADAM10 inh -1 and DAX1 inh-2 -2.0.
Screening CCn1c(O)c(C=Nc2ccccc2)sc1=S returned DAX1 inh-1 2.7, hcDAF12 agonist 3.0, hgDAF-12 ag 16*, ssDAF-12 act 0.9*, ADAM17 inh 0, PLCg1 inh -2, PLCb3 inh -4, HGIII-sPLA2 inh -4 and ADAM10 inh -1.
`COc1ccccc1CNC(=O)[C@@H]1CCCN1S(=O)(=O)c1ccc(Cl)cc1` gave DAX1 inh-1 -0.3, hcDAF12 agonist -0.7, hgDAF-12 ag -1.7, ssDAF-12 act -1.2, ADAM17 inh -2, PLCg1 inh 3, GAA850 FXN act -0.2, PLCb3 inh -6, HGIII-sPLA2 inh 0, ADAM10 inh -2 and DAX1 inh-2 0.2.
O=C(O)CCN(CCC(=O)O)c1ccccc1 was read as DAX1 inh-1 -0.3, hcDAF12 agonist -1.7, hgDAF-12 ag 2.2, ssDAF-12 act -0.8, ADAM17 inh -2, PLCg1 inh -1, GAA850 FXN act 1.8, PLCb3 inh 4, HGIII-sPLA2 inh 4, ADAM10 inh 1 and DAX1 inh-2 1.5.
CN(Cc1ccccc1)Cc1c(O)ccc2ccccc12 was read as DAX1 inh-1 0.5, hcDAF12 agonist 1.1, hgDAF-12 ag -0.5, ssDAF-12 act -1.0, ADAM17 inh -13, PLCg1 inh -3, GAA850 FXN act 1.4, PLCb3 inh -8, HGIII-sPLA2 inh -2, ADAM10 inh -32 and DAX1 inh-2 1.5.
Screening CS(=O)(=O)N1CCN(C(=O)Cc2ccc(Br)cc2)CC1 returned DAX1 inh-1 0.1, hcDAF12 agonist -0.2, hgDAF-12 ag 1.5, ssDAF-12 act -1.1, ADAM17 inh -1, PLCg1 inh 0, GAA850 FXN act -1.1, PLCb3 inh -3, HGIII-sPLA2 inh 2, ADAM10 inh 0 and DAX1 inh-2 0.0.
Cc1ccc(S(=O)(=O)NCc2ccccc2)cc1C(=O)N1CCN(S(=O)(=O)c2ccccc2)CC1 was read as DAX1 inh-1 -2.6, hcDAF12 agonist -1.3, hgDAF-12 ag -1.7, ssDAF-12 act -1.1, ADAM17 inh -3, PLCg1 inh 3, GAA850 FXN act -1.2, PLCb3 inh -1, HGIII-sPLA2 inh -19, ADAM10 inh 0 and DAX1 inh-2 0.5.
Screening CC1=C(c2ccccc2)C=NNCC1=O returned DAX1 inh-1 -1.1, hcDAF12 agonist 0.7, hgDAF-12 ag -2.6, ssDAF-12 act -1.2, ADAM17 inh 2, PLCg1 inh -25, GAA850 FXN act -2.4, PLCb3 inh -27, HGIII-sPLA2 inh -11, ADAM10 inh -9 and DAX1 inh-2 0.9.
O=C(NCc1ccccc1OC(F)(F)F)C1CCC(=O)N(CCCN2CCOCC2)C1 (centres undefined) was read as DAX1 inh-1 1.3, hcDAF12 agonist -0.5, hgDAF-12 ag 1.1, ssDAF-12 act -0.8, ADAM17 inh -2, PLCg1 inh -1, GAA850 FXN act 0.2, PLCb3 inh 0, HGIII-sPLA2 inh -4, ADAM10 inh -5 and DAX1 inh-2 2.2.
CCN(c1ccc(N=Cc2c(O)n(Cc3ccc(OC)cc3)c(=O)c3ccccc23)cc1)C(C)C was read as DAX1 inh-1 0.2, hcDAF12 agonist -1.1, hgDAF-12 ag 0.7, ssDAF-12 act -1.4, ADAM17 inh -1, PLCg1 inh -6, GAA850 FXN act 2.4, PLCb3 inh -11, HGIII-sPLA2 inh -2, ADAM10 inh 0 and DAX1 inh-2 -0.6.

From PubChem BioAssay
